Assay outcomes deposited in PubChem BioAssay by Broad Institute.
TcdB GH inh – TcdB glycohydrolase inhibition; P18177; TcdB glycohydrolase enzymatic assay, plate reader; inhibition, % at 9.99 µM; hit rate 0.24% among 350,000; AID 652162; in the data active = inhibition above about 10%
Target sequence (P18177 whole entry, looked up): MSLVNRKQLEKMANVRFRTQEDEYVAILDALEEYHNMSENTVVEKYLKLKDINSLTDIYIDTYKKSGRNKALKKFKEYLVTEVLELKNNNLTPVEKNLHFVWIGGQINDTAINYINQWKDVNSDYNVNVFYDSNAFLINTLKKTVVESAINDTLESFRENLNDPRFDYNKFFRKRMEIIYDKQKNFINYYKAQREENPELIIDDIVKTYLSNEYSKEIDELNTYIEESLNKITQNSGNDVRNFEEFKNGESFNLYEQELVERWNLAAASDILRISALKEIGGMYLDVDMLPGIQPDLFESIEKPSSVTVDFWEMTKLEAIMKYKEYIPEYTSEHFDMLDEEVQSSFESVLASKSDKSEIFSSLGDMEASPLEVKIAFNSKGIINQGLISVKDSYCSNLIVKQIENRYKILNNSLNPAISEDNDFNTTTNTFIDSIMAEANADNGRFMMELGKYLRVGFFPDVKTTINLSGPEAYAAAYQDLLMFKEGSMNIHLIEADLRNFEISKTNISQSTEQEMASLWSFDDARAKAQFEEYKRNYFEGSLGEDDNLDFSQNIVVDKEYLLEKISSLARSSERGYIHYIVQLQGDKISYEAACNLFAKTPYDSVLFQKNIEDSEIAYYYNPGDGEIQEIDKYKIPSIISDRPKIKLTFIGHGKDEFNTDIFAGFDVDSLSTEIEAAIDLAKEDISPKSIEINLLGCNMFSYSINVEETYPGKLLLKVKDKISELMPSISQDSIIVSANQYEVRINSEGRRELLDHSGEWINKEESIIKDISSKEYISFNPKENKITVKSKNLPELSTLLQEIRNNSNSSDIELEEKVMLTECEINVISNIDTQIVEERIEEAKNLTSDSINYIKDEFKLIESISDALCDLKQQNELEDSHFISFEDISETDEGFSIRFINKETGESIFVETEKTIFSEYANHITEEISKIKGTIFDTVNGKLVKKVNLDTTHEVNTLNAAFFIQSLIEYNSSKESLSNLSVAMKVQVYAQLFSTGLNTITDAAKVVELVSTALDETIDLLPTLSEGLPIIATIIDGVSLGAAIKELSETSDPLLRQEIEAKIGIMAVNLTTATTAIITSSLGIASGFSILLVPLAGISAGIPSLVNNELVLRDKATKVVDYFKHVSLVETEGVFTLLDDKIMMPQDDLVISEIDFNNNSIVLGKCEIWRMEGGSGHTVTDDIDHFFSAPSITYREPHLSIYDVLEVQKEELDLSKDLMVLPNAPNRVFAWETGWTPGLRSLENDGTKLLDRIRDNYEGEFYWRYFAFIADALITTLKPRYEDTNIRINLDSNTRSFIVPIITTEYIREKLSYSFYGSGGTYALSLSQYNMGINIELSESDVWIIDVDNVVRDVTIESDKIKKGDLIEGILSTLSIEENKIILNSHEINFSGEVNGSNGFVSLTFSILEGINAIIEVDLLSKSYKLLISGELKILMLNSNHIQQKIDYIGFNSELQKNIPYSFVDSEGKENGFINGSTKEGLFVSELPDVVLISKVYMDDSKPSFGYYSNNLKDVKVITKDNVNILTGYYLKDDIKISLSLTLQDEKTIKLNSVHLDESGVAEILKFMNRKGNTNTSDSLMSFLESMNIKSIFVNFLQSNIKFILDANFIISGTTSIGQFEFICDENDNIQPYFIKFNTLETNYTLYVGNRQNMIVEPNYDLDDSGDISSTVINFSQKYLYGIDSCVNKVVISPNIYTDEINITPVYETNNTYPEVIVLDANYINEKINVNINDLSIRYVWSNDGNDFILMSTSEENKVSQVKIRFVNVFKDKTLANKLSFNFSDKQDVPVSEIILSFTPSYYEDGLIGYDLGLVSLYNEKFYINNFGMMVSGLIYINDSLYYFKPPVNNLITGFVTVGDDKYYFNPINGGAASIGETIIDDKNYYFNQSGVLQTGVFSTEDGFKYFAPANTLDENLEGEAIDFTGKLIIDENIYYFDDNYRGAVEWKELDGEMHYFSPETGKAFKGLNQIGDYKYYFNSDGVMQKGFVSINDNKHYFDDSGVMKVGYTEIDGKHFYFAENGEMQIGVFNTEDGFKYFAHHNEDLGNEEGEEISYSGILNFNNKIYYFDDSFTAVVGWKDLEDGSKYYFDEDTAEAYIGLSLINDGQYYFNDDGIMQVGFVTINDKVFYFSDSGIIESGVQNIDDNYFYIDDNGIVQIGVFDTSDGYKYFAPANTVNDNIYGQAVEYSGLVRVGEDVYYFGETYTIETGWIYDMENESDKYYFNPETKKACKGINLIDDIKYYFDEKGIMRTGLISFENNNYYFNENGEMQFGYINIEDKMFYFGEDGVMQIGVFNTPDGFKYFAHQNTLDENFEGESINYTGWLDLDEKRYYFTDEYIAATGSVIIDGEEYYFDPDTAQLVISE
* = called active by the depositor.

SMILES	TcdB GH inh
COc1ccc(C(=O)Nc2ccc3c(c2)C(=O)N(C)C[C@@H](OC)[C@H](C)CN(C)[C@@H](C)CO3)cc1	-1.7
C[C@@H](NC(=O)C[C@@H]1C=C[C@@H](NC(=O)C2CCOCC2)[C@@H](CO)O1)c1ccccc1	1.3
COCC(=O)Nc1ccc2c(c1)[C@@H]1C[C@@H](CC(=O)NCCc3ccccc3)O[C@@H](CO)[C@@H]1O2	-1.8
C[C@H]1CN([C@@H](C)CO)C(=O)c2cccc(NS(=O)(=O)c3cccs3)c2O[C@@H]1CN(C)Cc1ccc(C(=O)Nc2ccccc2N)cc1	-0.5
COc1ccc(C#Cc2ccc3c(c2)O[C@H](CN(C)C(=O)Nc2cccc(OC)c2)[C@@H](C)CN([C@@H](C)CO)S3(=O)=O)cc1	-1.7
C[C@@H]1CN([C@@H](C)CO)C(=O)Cc2cc(NC(=O)CCCCCC(=O)Nc3ccccc3N)ccc2O[C@H]1CN(C)Cc1ccncc1	-0.3
Cc1ccc(S(=O)(=O)Nc2cccc3c2O[C@@H](CN(C)C)[C@@H](C)CN([C@@H](C)CO)C3=O)cc1	-1.8
O=C(N[C@@H]1CC[C@@H](CCNS(=O)(=O)c2ccc(F)cc2)O[C@H]1CO)c1cnccn1	0.9
Cc1cc(C(=O)Nc2cccc3c2O[C@@H](CN(C)Cc2ccc(-c4ccccc4)cc2)[C@H](C)CN([C@H](C)CO)C3=O)n(C)n1	0.4
CC(C)NC(=O)[C@@]1(Cc2ccccc2I)c2ccccc2C(=O)N(Cc2ccccc2C(F)(F)F)[C@H]1c1ccc(CO)cc1	-0.4
CN1c2ccc(C3=CCCCC3)cc2[C@H]2[C@H](CCN2C(=O)C2CC2)[C@@H]1CO	-3.4
CO[C@H]1CN(C)C(=O)c2cc(NC(=O)NC3CCCCC3)ccc2OC[C@H](C)N(C)C[C@H]1C	0.4
COCc1cn(CC[C@@H]2CC[C@H](NC(=O)Nc3ccc4c(c3)OCO4)[C@@H](CO)O2)nn1	-4.7
CCCN(C)C[C@H]1Oc2cc(C#Cc3ccncc3)ccc2S(=O)(=O)N([C@H](C)CO)C[C@H]1C	0.8
CN(C)CC#Cc1ccc([C@H]2[C@H]3CN(S(=O)(=O)c4ccccc4F)CCCCN3[C@H]2CO)cc1	-0.4

Exported bar-delimited: entries from further up.
structure | TcdB GH inh
COc1ccc(C(=O)Nc2ccc3c(c2)C(=O)N(C)C[C@@H](OC)[C@H](C)CN(C)[C@@H](C)CO3)cc1 | -1.7
COCC(=O)Nc1ccc2c(c1)[C@@H]1C[C@@H](CC(=O)NCCc3ccccc3)O[C@@H](CO)[C@@H]1O2 | -1.8
COc1ccc(C#Cc2ccc3c(c2)O[C@H](CN(C)C(=O)Nc2cccc(OC)c2)[C@@H](C)CN([C@@H](C)CO)S3(=O)=O)cc1 | -1.7
O=C(N[C@@H]1CC[C@@H](CCNS(=O)(=O)c2ccc(F)cc2)O[C@H]1CO)c1cnccn1 | 0.9
COCc1cn(CC[C@@H]2CC[C@H](NC(=O)Nc3ccc4c(c3)OCO4)[C@@H](CO)O2)nn1 | -4.7

Further results follow:
SMILES	TcdB GH inh
CCCNC(=O)N1C[C@@H](O)COC[C@H]2O[C@H](CC(=O)OC)CC[C@@H]21	0.1
N[C@H]1CC[C@H](CCn2cc(-c3cccc(F)c3)nn2)O[C@@H]1CO	0.4
COc1ccc(S(=O)(=O)Nc2ccc3c(c2)CC(=O)N([C@H](C)CO)C[C@@H](C)[C@H](CN(C)S(=O)(=O)c2cn(C)cn2)O3)cc1	2.0
CO[C@H]1CN(C)C(=O)c2cc(NC(C)=O)ccc2OC[C@@H](C)N(Cc2cncnc2)C[C@H]1C	-1.3
COc1cc2c(c(OC)c1OC)[C@@]1(c3ccccc3)CCCCC[C@H]1[C@@H]2NC(=O)C(F)(F)F	0.4
COc1ccc(CN(C)C[C@H]2Oc3ccc(NC(=O)Nc4ccc(F)cc4)cc3C(=O)N([C@H](C)CO)C[C@@H]2C)cc1	0.7
C[C@H]1CN([C@@H](C)CO)C(=O)c2cc(NC(=O)Nc3ccc4c(c3)OCO4)ccc2O[C@@H]1CN(C)C(=O)NC1CCCCC1	-1.2
CCC(=O)Nc1ccc2c(c1)OC[C@@H](C)N(Cc1cc(-c3ccccc3)on1)C[C@@H](C)[C@H](OC)CN(C)C2=O	0.7
CCCNC(=O)N1[C@@H](CO)[C@@H]2c3ccccc3N(C(=O)Nc3cccc(Cl)c3)C[C@@H]21	0.7
O=C(C1CCCC1)N1CC2(C1)[C@H](c1ccccc1)[C@@H](CO)N2CCC(F)(F)F	-0.4
CCCN1C[C@@H](C)[C@H](OC)CN(C)C(=O)c2cc(NC(=O)NC3CCCCC3)ccc2OC[C@@H]1C	0.8
C[C@@H]1CN([C@@H](C)CO)C(=O)Cc2cc(NC(=O)Nc3ccccc3)ccc2O[C@H]1CN(C)Cc1ccncc1	0.2
COc1ccc2c3c([nH]c2c1)[C@@H](CO)N(S(C)(=O)=O)CC31CCN(C(=O)c2cccnc2)CC1	0.3
Cc1noc(C)c1NC(=O)Nc1ccc2c(c1)C(=O)N([C@@H](C)CO)C[C@@H](C)[C@@H](CN(C)Cc1ccccc1)OCCCC[C@H](C)O2	-1.7
CO[C@H]1CN(C)C(=O)c2ccc(NS(=O)(=O)c3cccc(F)c3)cc2OC[C@@H](C)N(C(=O)Cc2cccnc2)C[C@@H]1C	1.3
COCC#Cc1cnc2c(c1)C(=O)N([C@@H](C)CO)C[C@H](C)[C@H](CN(C)C(=O)Nc1ccccc1F)O2	-0.7
COCC(=O)N1CCCCN2[C@H](CO)[C@H](c3ccc(-c4ccc(F)cc4)cc3)[C@H]2C1	0.1
C[C@H]1CN([C@@H](C)CO)C(=O)c2cccc(NC(=O)C3CCOCC3)c2O[C@@H]1CN(C)CC1CC1	-0.4
CCCN1C[C@H](C)[C@H](OC)CN(C)C(=O)c2cc(NC(=O)c3ccccc3)ccc2OC[C@@H]1C	0.5
C/C=C/c1ccc2c(c1)O[C@@H](CN(C)C(=O)NC1CCCCC1)[C@H](C)CN([C@@H](C)CO)S2(=O)=O	-0.3
CO[C@@H]1CN(C)C(=O)c2ccc(NS(=O)(=O)c3ccc(C)cc3)cc2OC[C@@H](C)NC[C@@H]1C	-0.5
CCCNC(=O)N[C@H]1CC[C@H](CCn2cc(C3CCCC3)nn2)O[C@@H]1CO	0.0
CCC(=O)N[C@@H]1C=C[C@H](CC(=O)OC)O[C@H]1CO	-0.9
CC1=CC(O)(c2ccccn2)P(=O)(c2ccccc2)C=C1C (configuration not stated)	0.4
CCNC(=O)C[C@@H]1C=C[C@@H](NS(=O)(=O)c2ccc(C)cc2)[C@@H](CO)O1	-0.3
O=C(C[C@@H]1C=C[C@@H](NC(=O)Nc2ccc(F)cc2)[C@H](CO)O1)NCc1ccccn1	0.2
COc1ccc(CN(C)C[C@@H]2Oc3c(NS(=O)(=O)c4cn(C)cn4)cccc3C(=O)N([C@H](C)CO)C[C@H]2C)cc1	0.8
CCc1cnc(N2[C@@H](C#N)[C@H](c3ccccc3)[C@@H]2CO)s1	-1.0
O=C(C[C@@H]1C=C[C@@H](NC(=O)C2CCOCC2)[C@H](CO)O1)NCC1CCCCC1	-0.6
O=C(Nc1ccc(F)cc1)N[C@H]1CC[C@@H](CCn2cc(C3(O)CCCC3)nn2)O[C@@H]1CO	0.6

Part of the list above in order of SMILES length, high to low:
SMILES	TcdB GH inh
CO[C@H]1CN(C)C(=O)c2ccc(NS(=O)(=O)c3cccc(F)c3)cc2OC[C@@H](C)N(C(=O)Cc2cccnc2)C[C@@H]1C	1.3
C[C@@H]1CN([C@@H](C)CO)C(=O)Cc2cc(NC(=O)Nc3ccccc3)ccc2O[C@H]1CN(C)Cc1ccncc1	0.2
CCCNC(=O)N1[C@@H](CO)[C@@H]2c3ccccc3N(C(=O)Nc3cccc(Cl)c3)C[C@@H]21	0.7

(more compounds)
SMILES	TcdB GH inh
CC(C)NC[C@@H]1[C@H](c2ccc(C3=CCCCC3)cc2)[C@H](CO)N1C(=O)NC(C)C	-0.9
COc1ccc(S(=O)(=O)Nc2ccc3c(c2)C(=O)N([C@H](C)CO)C[C@H](C)[C@H](CN(C)C(=O)Nc2c(C)noc2C)OCCCC[C@@H](C)O3)cc1	-0.4
Cc1nnsc1-c1nc2ccccc2n1C(CCc1ccccc1)c1nc2ccccc2[nH]1 (configuration not stated)	0.2
C[C@H](O)C#Cc1ccc2c(c1)O[C@H](CN(C)C)[C@@H](C)CN([C@@H](C)CO)S2(=O)=O	-1.6
COc1ccc(S(=O)(=O)N(C)C[C@@H]2OCCCC[C@@H](C)Oc3ccc(NC(=O)c4ccccc4)cc3C(=O)N([C@H](C)CO)C[C@H]2C)cc1	1.1
CN1c2ccc(-c3ccccc3F)cc2[C@H]2[C@H](CCN2S(=O)(=O)c2ccccc2)[C@@H]1CO	-2.3
CN1CCN(C(=O)C[C@H]2CC[C@@H]3[C@@H](COc4ccc(NC(=O)c5ccc(F)c(F)c5)cc4C(=O)N3C)O2)CC1	3.6
Cc1noc(C)c1S(=O)(=O)Nc1ccc2c(c1)C(=O)N([C@@H](C)CO)C[C@H](C)[C@@H](CN(C)S(=O)(=O)c1ccccc1)OCCCC[C@@H](C)O2	0.6
O=C(C1CC1)N1CC2(C1)[C@H](c1ccccc1)[C@@H](CO)N2C(=O)c1cccnc1	0.7
CC(C)c1cn(CC[C@H]2CC[C@H](N)[C@@H](CO)O2)nn1	-0.3
CC(=O)OCC(COC(C)=O)(CN1C(=O)c2ccccc2C1=O)CN1C(=O)c2ccccc2C1=O	-1.2
CC(C)N(C[C@H]1[C@@H](c2ccccc2)[C@@H](CO)N1CC1CC1)C(=O)C1CCC1	-2.0
COC(=O)[C@H](NC(=O)c1cc(-c2ccccc2)sc1N)C(C)C	1.2
O=C(C[C@@H]1C[C@H]2c3cc(NC(=O)NC4CCCCC4)ccc3O[C@H]2[C@@H](CO)O1)NCCc1ccccc1	0.6
C[C@@H](O)C#Cc1ccc([C@@H]2[C@H](CO)N3CCCCN(S(=O)(=O)c4ccccc4)C[C@@H]23)cc1	-0.1
C[C@@H]1CN([C@@H](C)CO)C(=O)Cc2cc(NS(=O)(=O)c3cn(C)cn3)ccc2O[C@H]1CN(C)S(=O)(=O)c1ccc(F)cc1	-17
C[C@@H]1CN([C@H](C)CO)C(=O)Cc2cc(NC(=O)CCCCCC(=O)Nc3ccccc3N)ccc2O[C@H]1CN(C)CC1CCCCC1	-1.3
CN1C(=O)c2cc(NC(=O)Cc3cccs3)ccc2OC[C@H]2O[C@@H](CC(=O)O)CC[C@@H]21	-4.9
C[C@@H]1CN([C@H](C)CO)C(=O)c2cc(NS(=O)(=O)c3ccccc3)ccc2O[C@@H](C)CCCCO[C@@H]1CN(C)Cc1ccc(C(F)(F)F)cc1	0.4
O=C(NC[C@@H]1[C@@H](c2ccccc2)[C@@H](CO)N1Cc1cccnc1)c1ccccn1	2.1
CCC(=O)N[C@H]1CC[C@H](CCNC(=O)Nc2ccc(C(F)(F)F)cc2)O[C@@H]1CO	-4.0
CCN1[C@@H]2c3ccc(C4=CCCCC4)c(=O)n3C[C@H]1[C@H](CO)[C@H]2C(=O)NCc1ccccn1	-0.7
CCOC(=O)C1=C[C@@H](C(C)(C)C)N(S(=O)(=O)c2ccc([N+](=O)[O-])cc2)[C@H]1c1cccc(Cl)c1	0.7
CCCNC(=O)N1CC2(C1)[C@H](c1ccccc1)[C@H](CO)N2C(=O)C1CCCC1	0.9
C[C@@H]1CCCCO[C@@H](CN(C)Cc2ccc(C(=O)O)cc2)[C@@H](C)CN([C@H](C)CO)C(=O)c2cc(NC(=O)Nc3ccc(C(F)(F)F)cc3)ccc2O1	0.5
C[C@@H]1CN([C@H](C)CO)C(=O)c2cc(NC(=O)C3CC3)ccc2O[C@@H]1CN(C)C(=O)Nc1ccc(C(F)(F)F)cc1	4.2
C[C@@H]1CN([C@H](C)CO)C(=O)Cc2cc(NS(=O)(=O)c3cccs3)ccc2O[C@H]1CN(C)Cc1ccc(C(=O)O)cc1	-0.6
O=C(/C=C(\Nc1ccc(Cl)c(Cl)c1)c1ccccc1)c1ccccc1	0.1
O=C(CN1CCOCC1)N[C@@H]1CC[C@H](CCNC(=O)C2CCCC2)O[C@H]1CO	0.4
COc1ccc(CNC(=O)C[C@H]2C=C[C@H](NC(=O)c3ccc4c(c3)OCO4)[C@H](CO)O2)cc1	-0.3
O=C(Nc1ccc(F)cc1)OC[C@@H]1CSCCS(=O)(=O)N1	1.1
CN(C)CCCNC(=O)C[C@H]1C=C[C@@H](NS(=O)(=O)c2ccccc2)[C@@H](CO)O1	-0.2
COc1ccc(NC(=O)N(C)C[C@H]2Oc3ccc(NC(=O)Cc4cn(C)c5ccccc45)cc3CC(=O)N([C@@H](C)CO)C[C@@H]2C)cc1	0.0
C[C@H]1CN([C@@H](C)CO)C(=O)c2cccc(NS(=O)(=O)c3cccs3)c2O[C@@H]1CN(C)C(=O)Nc1ccc(C(F)(F)F)cc1	0.9
CCCNC(=O)C[C@@H]1CC[C@H]2[C@H](COc3ccc(NC(=O)c4cccc(F)c4)cc3C(=O)N2C)O1	0.0
C[C@@H](NC(=O)C[C@@H]1C=C[C@H](NC(=O)C2CC2)[C@@H](CO)O1)c1ccccc1	0.1
C[C@@H]1CN([C@@H](C)CO)C(=O)Cc2cc(NS(=O)(=O)c3ccc(Cl)cc3)ccc2O[C@H]1CN(C)Cc1ccc(C(=O)O)cc1	-0.7
CO[C@@H]1CN(C)C(=O)c2ccc(NC(=O)Cc3ccccc3)cc2OC[C@H](C)NC[C@H]1C	-2.0
CN1C(=O)c2cc(NC(=O)c3ccc(F)c(F)c3)ccc2OC[C@H]2O[C@H](CC(=O)N[C@@H]3CCN(Cc4ccccc4)C3)CC[C@@H]21	-1.9
CCCNC(=O)Nc1ccc2c(c1)C(=O)N(C)C[C@H](OC)[C@H](C)CN(C(=O)C1CCOCC1)[C@@H](C)CO2	-1.2
O=S(=O)(NC[C@@H]1[C@@H](c2ccccc2)[C@H](CO)N1CC1CC1)c1ccccc1	0.8

Only part of the results is shown; rates above refer to the full screens.
